# Bioassay records as filed in PubChem BioAssay.
# PI4K2A inh = PI4K2A (human) kinase inhibition; actives 0.13% (n = 420,000); activity change, negative = inhibition, % at 76.9 µM; purified PI4K2A, ADP-Glo luminescence, 1 h; active compounds read low; AID 1346378; Q9BTU6; in the data active means activity change below about -50%; inconclusive means mostly about -30% to -49%;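 further: -100% = wells without enzyme as full effect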
#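 ADP-Glo luminescence measured ADP generated by PI4K2A enzyme (4 ug/mL before mixing) with 1.2 mM PI substrate (pre-mix) and 300 microM ATP (pre-mix). Tris pH7.5 buffer with MgCl2, Triton X-100; 1 h reaction at ambient temperature.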
# JMJD2A Tudor = inhibitors of human JMJD2A Tudor domain. O75164. AlphaScreen JMJD2A-Tudor / H3K4me3 peptide binding. Potency, µM (series often up to 114 µM), without a hit: at the highest dose activity change, negative = inhibition, hits mostly inhibitors. actives 4.4% (n = 390,000). AID 504339; further: potency means the concentration at half of the fitted maximal effect; on the % scale 0 is the no-effect control and ±100 the full control effect; nearly all actives have a fitted effect of over 50% in size
# RGS4 inh = blocks human RGS4-accelerated GTP hydrolysis; P49798; Transcreener GDP fluorescence polarization, RGS4-accelerated GTP hydrolysis; Potency, µM (titrated, usually from 114 µM), for inactives: at the highest dose activity change, negative = inhibition, usual class: inhibitors; actives 0.039% (n = 390,000); further: potency means the concentration at half of the fitted maximal effect; on the % scale 0 is the no-effect control and ±100 the full control effect; nearly all actives have a fitted effect of over 75% in size; some results filed as inactive show a strong effect at the top dose
#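 MLSMR compounds (23 nl, pin-transferred) preincubated 10 min at room temperature with a 500nM (2x) first reagent, then RGS4 at 900nM (2x) plus Transcreener GDP mix added; fluorescence polarization (620/688 nm) read before and after 90 min at 30 °C.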
# BAZ2B block = BAZ2B (human) inhibition; actives 4.4% (n = 360,000); Potency, µM (titrated, usually from 114 µM), inactives show at the top dose activity change, negative = inhibition, usual class: inhibitors; AID 504333; Q9UIF8; AlphaScreen BAZ2B-H3K14Ac peptide displacement; further: potency means the concentration at half of the fitted maximal effect; on the % scale 0 is the no-effect control and ±100 the full control effect; nearly all actives have a fitted effect of over 60% in size
#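 AlphaScreen displacement: compounds (up to 110uM) incubated 30 min at room temperature with a preformed 50 nM BAZ2B/50 nM biotinylated H3K14Ac peptide complex in PBS pH 7.4 with Tween-20. Donor and acceptor beads at 10 ug/mL final added, 20 min light-protected before reading.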
# ERG-DNA inh = blocks human ERG Ets domain binding to DNA. Potency, µM (highest dose often 76.9 µM), for inactives: at the highest dose FP activity, negative = inhibition, hits mostly inhibitors. P11308. AID 624246. actives 0.028% (n = 370,000). fluorescence polarization, His-ERG Ets domain / labelled DNA; active means well fitted inhibition curve with a large enough effect in the polarisation, with a control signal flat; inconclusive means small, poorly fitted or top-dose-only effect, or effect the other way, or a change in a side signal; inactive means no such curve, though single readings can be large or run the other way; the % refers to the polarisation;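 further: polarization taken with two DNA probes labelled with fluorescein and Texas red; potency means the concentration at half of the fitted maximal effect; % of control where 0% means no effect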
# Target sequence (P11308 whole entry, looked up, the tested form may be a part): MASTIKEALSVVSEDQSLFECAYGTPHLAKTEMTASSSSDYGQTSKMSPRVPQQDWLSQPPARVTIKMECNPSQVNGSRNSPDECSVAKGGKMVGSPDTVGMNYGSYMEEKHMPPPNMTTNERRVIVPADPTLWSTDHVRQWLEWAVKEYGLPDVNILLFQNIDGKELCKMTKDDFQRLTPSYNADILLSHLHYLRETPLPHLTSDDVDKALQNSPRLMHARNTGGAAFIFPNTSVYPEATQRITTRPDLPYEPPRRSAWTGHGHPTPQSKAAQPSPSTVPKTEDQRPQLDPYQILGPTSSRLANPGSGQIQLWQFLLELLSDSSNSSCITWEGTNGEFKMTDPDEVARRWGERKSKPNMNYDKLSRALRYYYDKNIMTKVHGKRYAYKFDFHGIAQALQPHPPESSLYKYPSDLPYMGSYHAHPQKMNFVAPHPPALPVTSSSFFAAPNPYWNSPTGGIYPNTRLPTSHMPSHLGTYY
#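 His-tagged ERG Ets domain (1 uM in the protein solution; 300mM KCl, 50mM Tris-HCl, 1mM EDTA, 1mM DTT, pH 7.5) received compound, then a probe mix of 5 nM fluorescein-DNA and 100nM Texas-615-DNA. Fluorescence polarization was read for both dyes.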
# G9a inh = inhibitors of human histone lysine methyltransferase G9a; AID 504332; actives 8.8% (n = 350,000); G9a H3K9 monomethylation, AlphaScreen, 2 h; Potency, µM (doses to about 102 µM), for inactives: at the top dose activity, negative = inhibition, most hits filed as inhibitors; further: potency means the concentration at half of the fitted maximal effect; on the % scale 0 is the no-effect control and ±100 the full control effect; nearly all actives have a fitted effect of over 75% in size
# Target sequence (Q96KQ7 913-1193 limits assumed): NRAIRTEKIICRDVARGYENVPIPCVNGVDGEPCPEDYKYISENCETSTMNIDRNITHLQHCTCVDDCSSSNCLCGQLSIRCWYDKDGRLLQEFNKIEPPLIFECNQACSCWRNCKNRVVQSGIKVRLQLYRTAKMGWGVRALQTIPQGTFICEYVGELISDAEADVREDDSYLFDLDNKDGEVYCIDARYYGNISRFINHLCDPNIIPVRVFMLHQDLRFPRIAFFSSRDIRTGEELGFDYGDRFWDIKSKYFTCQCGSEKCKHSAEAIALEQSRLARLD
#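 AlphaScreen read-out: biotin-H3K9 peptide (500 nM) methylation by 20 nM enzyme with 20 uM SAM, 2 h at room temperature after 15 min compound preincubation; anti-monomethyl H3K9 antibody plus donor/acceptor beads, 10 min dark.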
# ALOX12 inh = blocks human arachidonate 12S-lipoxygenase; P18054; purified 12hLO, xylenol orange hydroperoxide absorbance; Potency, µM (top dose mostly 108 µM), for inactives: top-dose activity change, negative = inhibition, usual class: inhibitors; actives 1.1% (n = 580,000); further: potency means the concentration at half of the fitted maximal effect; on the % scale 0 is the no-effect control and ±100 the full control effect
#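 Purified human 12hLO at 150 nM in 25 mM Hepes, 0.01% Triton X-100, pH 7.0, preincubated 15 min at room temperature with compound. Reaction started with 40 uM arachidonic acid, 30 min at room temperature. Hydroperoxide measured by Fe-xylenol orange, 573/405 nm absorbance ratio.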
# HP1b binding inh = inhibitors of HP1-beta chromodomain binding to methylated histone tails; AlphaScreen HP1-beta / biotin-H3K9me3 peptide binding; Potency, µM (series often up to 114 µM), inactives show at the top dose activity change, negative = inhibition, usual class: inhibitors; P83916; actives 0.56% (n = 390,000); further: potency means the concentration at half of the fitted maximal effect; nearly all actives have a fitted effect of over 70% in size; inactives centre near 23
#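 AlphaScreen: HP1-beta (50 nM) preformed 30 min with biotin-H3(1-18)K9me3 peptide (50 nM) in PBS pH 7.4, 0.01% Tween-20. Compound added for 30 min at RT, then streptavidin donor/nickel chelate acceptor beads (10 ug/mL) for 30 min.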
# GLS inhibitor = inhibitors of human glutaminase (GLS). Potency, µM (highest dose often 45.5 µM), for the others: at the highest dose activity change, negative = inhibition, most hits filed as inhibitors. actives 0.21% (n = 410,000). O94925. GLS enzymatic activity, qHTS titration; further: potency means the concentration at half of the fitted maximal effect; on the % scale 0 is the no-effect control and ±100 the full control effect
#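 Assay buffer: 45 mM KH2PO4 pH 8.2, 0.02% Tween-20. hKGA acts on L-glutamine (1 mM solution added); product glutamate is reported by an oxidase/peroxidase Amplex Red coupling, with fluorescence taken at baseline and 30 min.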
# Starred values were filed as active, the others as inactive; i = inactive; ? = inconclusive; / = no result given; [ ] = remark or other dose. Unless noted, the call rests on the fitted dose curve; in most records, active means well fitted curve in the direction sought with a large enough effect; inconclusive means small, poorly fitted or top-dose-only effect, or another doubt; inactive means no such curve, though single readings can be large; an effect the other way counts as inactive or inconclusive.
SMILES,PI4K2A inh,JMJD2A Tudor,RGS4 inh,BAZ2B block,ERG-DNA inh,G9a inh,ALOX12 inh,HP1b binding inh,GLS inhibitor
CCCC(=O)NC(c1ccc(N(C)C)cc1)c1ccc2cccnc2c1O (stereo unspecified),7.0,22.4µM*,-26.1%[56.9 µM],7.1%[0.457 µM],3.6%,3.8%[59 µM],-14.5%,-17.3%,66.3%[activator]
Cc1ccc(S(=O)(=O)N2CCN(C(=O)c3ccccc3OCc3c(C)noc3C)CC2)cc1,-6.0,-15.1%,-33.1%,0.1%,7.9%,-3.1%[12.7 µM],-39.2%,15.2%,-0.4%
COc1ccccc1-c1c(C)nn2c(N3CCN(c4ccccc4)CC3)cc(C)nc12,-0.8,-17.6%,7.7%,3.7%,8.9%,-0.4%[59 µM],2.5%,35.0%,3.5%
O=C(NCCCN1CCOCC1)C1(c2ccccc2)CCOCC1,-3.0,0.0%,-2.5%,10.8%,-1.9%,10.7%,0.0%,37.8%,1.2%
Cc1onc(-c2ccccc2Cl)c1C(=O)N1CC(C)OC(C)C1 (stereo unspecified),1.4,?,?,1.2%,6.7%,-5.5%[12.7 µM],16.4%,-18.1%,-0.4%
O=c1[nH]c(=S)[nH]nc1Cc1ccccc1,-3.0,?,-6.5%,-6.9%,7.9%,39.8µM*,?,27.6%,-5.2%
COc1ccc(CC(=O)N/N=C/c2cccnc2)cc1OC,-0.1,-6.2%,30.7%,?,8.3%,49.0%,i,22.6%,-16.5%
COC(=O)COc1ccc(S(=O)(=O)NCc2ccc3c(c2)OCO3)cc1C,-0.9,-7.6%,14.9%,-15.5%,-25.7%,6.9%,11.9%,?,-3.1%
O=C(Nc1ccccc1)c1ccccc1NC(=O)[C@H]1CCCC[C@H]1C(=O)O,-5.5,-10.2%,-5.7%,7.9%[0.457 µM],3.8%,27.0%[59 µM],-3.4%,44.0%[activator],4.2%
OC(COc1c(F)cc(Br)cc1F)CN1CCN(c2ccc(F)cc2)CC1 (stereo unspecified),1.8,?,-3.7%,-38.6%,-10.0%,-29.4%[59 µM],?,27.0%,15.0%
CC1CN(C(=S)NC(=O)c2ccccc2)CC(C)O1 (stereo unspecified),-3.2,-25.0%,-18.2%,-38.1%,-5.2%,70.8µM*,-15.2%,24.4%,37.3%[activator]
CN(CC(=O)Nc1ccc(F)cc1)C(=O)CN1C(=O)NC2(CCCC2)C1=O,0.9,-6.8%,-3.4%,-0.7%,0.5%,-45.3%,8.4%,14.0%,-12.8%
O=C(c1cccc(Cl)c1)N1CCn2c1nc1ccccc12,1.6,-7.0%,-30.4%,-13.8%,-6.0%,19.1%,-0.6%,11.4%,9.9%
NS(=O)(=O)c1cccc(NC(=O)COC(=O)C2CCN(S(=O)(=O)c3cccs3)CC2)c1,1.7,0.7%,-5.1%,-0.5%,-12.4%,6.2%[59 µM],3.6%,33.2%,2.9%
O=C(NCC(c1ccc2c(c1)OCO2)N1CCOCC1)C(=O)Nc1ccccc1 (stereo unspecified),0.9,-25.5%,1.0%,10.1%,-8.8%,-3.1%[59 µM],0.5%,22.2%[57 µM],1.9%
O=C(Nc1ccccc1Cl)C1C2CCCCC21 (stereo unspecified),1.5,11.6%,-9.5%,/,-11.1%,/,?,57.9%[activator],-4.6%
CCC(CC)C(=O)N1CCN(c2ccccc2)CC1,-4.3,-16.7%,-24.8%,-17.0%,2.4%,79.4µM*,?,35.1%,-25.6%
Cc1[nH]c2ccccc2c1CCC(N)=O,-3.5,-17.3%,-28.4%,3.6%,5.0%,23.2%[59 µM],-3.3%,26.4%,0.6%
COc1ccccc1CNC(=O)c1cc(C2CC2)nc2c1cnn2C(C)C,1.6,-4.5%,-24.8%,-2.6%,-11.2%[15.4 µM],1.2%[2.33 µM],?,38.8%,9.5%
CCOc1ccccc1Nc1nnc(SCC(=O)NC2CC2)s1,-0.5,3.5%,-14.5%,/,-1.8%,/,0.0%,38.6%[activator],21.3%

# Filtered by structure: the entries above containing sulfur.
SMILES,PI4K2A inh,JMJD2A Tudor,RGS4 inh,BAZ2B block,ERG-DNA inh,G9a inh,ALOX12 inh,HP1b binding inh,GLS inhibitor
Cc1ccc(S(=O)(=O)N2CCN(C(=O)c3ccccc3OCc3c(C)noc3C)CC2)cc1,-6.0,-15.1%,-33.1%,0.1%,7.9%,-3.1%[12.7 µM],-39.2%,15.2%,-0.4%
O=c1[nH]c(=S)[nH]nc1Cc1ccccc1,-3.0,?,-6.5%,-6.9%,7.9%,39.8µM*,?,27.6%,-5.2%
COC(=O)COc1ccc(S(=O)(=O)NCc2ccc3c(c2)OCO3)cc1C,-0.9,-7.6%,14.9%,-15.5%,-25.7%,6.9%,11.9%,?,-3.1%
CC1CN(C(=S)NC(=O)c2ccccc2)CC(C)O1 (stereo unspecified),-3.2,-25.0%,-18.2%,-38.1%,-5.2%,70.8µM*,-15.2%,24.4%,37.3%[activator]
NS(=O)(=O)c1cccc(NC(=O)COC(=O)C2CCN(S(=O)(=O)c3cccs3)CC2)c1,1.7,0.7%,-5.1%,-0.5%,-12.4%,6.2%[59 µM],3.6%,33.2%,2.9%
CCOc1ccccc1Nc1nnc(SCC(=O)NC2CC2)s1,-0.5,3.5%,-14.5%,/,-1.8%,/,0.0%,38.6%[activator],21.3%

# Quoted from the listing (two entries):
SMILES,PI4K2A inh,JMJD2A Tudor,RGS4 inh,BAZ2B block,ERG-DNA inh,G9a inh,ALOX12 inh,HP1b binding inh,GLS inhibitor
O=C(Nc1ccccc1Cl)C1C2CCCCC21 (stereo unspecified),1.5,11.6%,-9.5%,/,-11.1%,/,?,57.9%[activator],-4.6%
CCC(CC)C(=O)N1CCN(c2ccccc2)CC1,-4.3,-16.7%,-24.8%,-17.0%,2.4%,79.4µM*,?,35.1%,-25.6%

# Not all compounds are listed; rates above refer to the full screens.
